# GALK inhibitor = inhibitors of human galactokinase. actives 0.007% (n = 270,000). Purified GALK, Kinase-Glo residual ATP luminescence. Potency, µM (series often up to 57.5 µM), without a hit: at the highest dose activity change, negative = inhibition, actives largely listed as inhibitors. AID 1868; note: potency is the fitted concentration of half-maximal effect; % is set by controls: 0 for no effect and ±100 for the full control effect
#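 GALK at 5 nM final was combined with compound, 35 uM ATP and 100 uM galactose in HEPES pH8.0 with MgCl2 and DTT. The reaction ran one hour at room temperature before luminescent ATP detection.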
# CXXC DNA block = inhibitors of human MLL CXXC domain-DNA interaction | MLL-CXXC / FITC-HOXA9 DNA fluorescence polarization | Q03164 | actives 0.037% (n = 290,000) | Potency, µM (highest dose often 115 µM), inactives show at the highest dose activity change, negative = inhibition, actives largely listed as inhibitors; active = well fitted inhibition curve with a large enough effect in the polarisation, with a control signal flat, not every such curve was filed as active; inconclusive = small, poorly fitted or top-dose-only effect, or effect the other way, or a change in a side signal; inactive = no such curve, though single readings can be large or run the other way; the % refers to the polarisation; note: potency is the fitted concentration of half-maximal effect
#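 Steps: dispense CXXC domain solution (7 uM) → pin compounds or unlabeled HOX-A9 DNA control → 5 min ambient → add FLSN-HOX-A9 solution (50 nM) → spin → 30 min ambient → fluorescence polarization. Tris pH 7.5/NaCl/DTT/BSA buffer.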
# A-T KAP1 phos = potential ataxia-telangiectasia treatments restoring KAP-1 phosphorylation. […] A-T fibroblasts, KAP-1 phosphorylation AlphaLISA; neocarzinostatin DNA damage 30 min before lysis. Potency, µM (series often up to 57.5 µM), for inactives: at the highest dose activation, usual class: activators. actives 0.19% (n = 320,000). AID 485349; note: potency is the fitted concentration of half-maximal effect; % of control where 0% means no effect; nearly all actives have a fitted effect of over 45% in size
#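 hTERT-immortalized A-T patient fibroblasts ([…]), 500 cells/well in OPTI-MEM, 1% FBS, got compounds for 60 min, then NCS for 30 min at 37C. Lysates were then assayed for phospho-KAP-1 by AlphaLISA (anti-pKAP1 donor, anti-KAP1 acceptor beads), 6 hr at 25C.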
# TSHR antagonist = blocks TSH signaling through the human TSH receptor; P16473; TSHR-expressing cells, TSH-stimulated cAMP HTRF, 2 h; stronger effect = lower value; activity change, negative = inhibition, % at 11.5 µM; actives 0.2% (n = 330,000); AID 504810;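 active = activity change below a set negative limit, meaning inhibition stronger than a set level, cut at about -70% in these data; inconclusive = activity change between two set negative limits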; note: % is set by controls: 0 for no effect and ±100 for the full control effect
#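 TSHR-expressing cells, 200/well, pre-treated with compound, then stimulated with EC80 TSH (4nM final) for 2 hours at 37 deg C. cAMP measured by competitive HTRF: anti-cAMP cryptate antibody in lysis buffer plus cAMP-d2, read after 30 minutes at room temperature.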
# TCR activator = T cell receptor activation; primary human leukocytes, anti-CD3, IL-2 HTRF, 48 h; Potency, µM (doses to about 9.22 µM), without a hit: top-dose activation of IL-2 secretion, most hits filed as activators; 330,000 tested, under 10 active; AID 504894; note: % of control where 0% means no effect
#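 1) Mix primary human leukocytes, a-CD3 beads and compound. 2) Incubate 48 hr. 3) Add HTRF IL-2 reagents (a-IL-2-K, a-IL-2-d2).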
# KCNH2 WT inh = KCNH2 (human, wildtype) channel inhibition | Q12809 | U2OS, BacMam KCNH2, thallium flux FluxOr; stronger effect = lower value | AID 720551 | actives 0.37% (n = 340,000) | activity change, % at 1.84 µM;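 active = maximum activity change below -70%; inconclusive = maximum activity change between -70% and -50%; inactive = maximum activity change above -50%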; note: % is set by controls: 0 for no effect and ±100 for the full control effect
#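 U2OS cells were transduced with wild-type KCNH2 virus (2.03 x 10^8 / mL) for 4 h at room temperature, then cultured overnight at 37 C. Thallium flux was read with FluxOr dye. Rate constants were normalized to DMSO controls.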
# FBPA coupling cs = coupling enzyme interference in Giardia aldolase counter-screen; actives 0.67% (n = 290,000); coupling enzyme system counterscreen, AmpLite Red fluorescence; activity change, negative = inhibition, % at 58.2 µM, hits read low; in the data active = activity change below about -30%; note: % is set by controls: 0 for no effect and ±100 for the full control effect
#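 Counterscreen of the coupled detection system alone, without aldolase: glyceraldehyde-3-phosphate coupling enzymes plus AmpLite Red readout. Compounds at 57.5 uM final, 10 min RT preincubation, 20 min RT reaction, fluorescence 525/598 nm.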
# Chronic BCR inh = inhibitors of chronic active B-cell receptor signaling; actives 0.05% (n = 340,000); AID 493014; Potency, µM (doses to about 46.1 µM), for inactives: top-dose ratio change, negative = lower green/red ratio, most hits filed as inhibitors; ABC-DLBCL IkBa-CBG/CBR reporter, luminescence ratio, 4 h; active = well fitted inhibition curve with a large enough effect in the signal ratio, with a control signal flat, not every such curve was filed as active; inconclusive = small, poorly fitted or top-dose-only effect, or effect the other way, or a change in a side signal; the % refers to the signal ratio;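 note: potency is the fitted concentration of half-maximal effect; plate controls were basal doxycycline-induced cells for no effect and cells given 10 µM MG132 for full effect; MG132 reads +100%, hits lower the ratio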
#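 Doxycycline induced both beetle luciferases in TMD8 lymphoma cells; IKK-driven degradation limits the IkappaBalpha-fused green signal, while red luminescence normalises for cell number and nonspecific effects. Compounds tested up to 46 uM, 4 hrs.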
# Giardia killer = kills Giardia lamblia | activity change, % at 7.66 µM, hits read low | AID 540267 | actives 0.15% (n = 340,000) | Giardia lamblia trophozoite viability; in the data active = activity change below about -80%; inconclusive = between about -30% and that limit;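 note: parasites exposed to compound for two days anaerobically before the ATP read; % is set by controls: 0 for no effect and ±100 for the full control effect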
#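 Luminescence from cellular ATP indicates surviving trophozoites (100 cells/well) following 48 hrs anaerobic compound treatment at 37 deg C; signal develops 15-30 min at room temperature.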
# Tb PFK block = inhibitors of T. brucei phosphofructokinase; Potency, µM (titrated, usually from 57.5 µM), for the others: at the top dose activity, negative = inhibition, actives largely listed as inhibitors; AID 485367; T. brucei PFK, ADP-Glo luminescence; O15648; actives 0.17% (n = 330,000);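 note: potency is the fitted concentration of half-maximal effect; 0% = uninhibited 1x PFK enzyme wells and -100% = no-enzyme wells; nearly all actives have a fitted effect of over 60% in size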
#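 ADP-Glo luminescence quantified ADP after 45 min at room temperature, with 1.25 nM T. brucei PFK, 0.1 mM ATP and 0.5 mM fructose-6-phosphate in pH 8.0 TEA buffer. qHTS titrations up to 57 µM; curves classified by quality.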
# * marks the source's active call; other numbers are inactive results; i = inactive; ? = inconclusive; / = not tested or not shown; & = joins results of further samples; [ ] = remark or other dose. Unless noted, calls come from the whole dose curve; as a rule, active = well fitted curve in the direction sought with a large enough effect; inconclusive = small, poorly fitted or top-dose-only effect, or another doubt; inactive = no such curve, though single readings can be large; an effect the other way counts as inactive or inconclusive.
SMILES,GALK inhibitor,CXXC DNA block,A-T KAP1 phos,TSHR antagonist,TCR activator,KCNH2 WT inh,FBPA coupling cs,Chronic BCR inh,Giardia killer,Tb PFK block
CCOC(=O)c1c(C)[nH]c(C2=NNC(=Nc3ccccc3)SC2)c1C,1%,2%,-6%,-1,2%[46.1 µM],-3,-38*,23%,-8,0%
Cc1ccc(Cl)cc1NC(=O)C(NS(=O)(=O)c1cccs1)c1ccccc1 (stereo not drawn),1%,-4%,2%,2,6%[46.1 µM],-119*,2,0%,9,2%
O=C(Nc1ccc(Oc2cccnc2)cc1)C1CCN(Cc2ccccc2F)CC1,-2%,-5%,-5%,-7,7%,35,1,-2%,10,-1%
CC(C)Cn1c2ccccc2c2cc(C(=O)O)ccc21,-4%,-25%,-1%,-5,2%,-3,6,?,-8,4%
O=C(O)CN1C(=O)NC2NC(=O)NC21 (stereo not drawn),1%,2%,/,8,/,-11,-1,0%,8,2%
Cc1ccc(C)c(NC(=O)COC(=O)CC2CC3CCC2C3)c1 (stereo not drawn),/,/,0%,-9,-4%,-3,/,0%,-1,0%
CN=C(C)/C(C(=O)OC)=C(/O)c1ccccc1F,6%,2%,-1%,0,-5%,0,1,-2%,-1,-1%
O=C(CSCc1cccc(Br)c1)N=Nc1c(O)[nH]c2ccccc12,4%,-3%,-1%,-39,/,-8,/,2%,8,-2%
CC(=O)Nc1cccc(-c2cn3ccc(C)cc3n2)c1,6%,-6%,5%[11.5 µM],1,-1%,15,-4,-2%,-25,-9%
COc1ccc(C(CNC(=O)C(=O)NC2CCCCC2)N2CCN(C)CC2)cc1 (stereo not drawn),/,/,-3%,4,-4%,-4,/,3%,-9,-1%
CN(N)c1nc(-c2ccccc2)nnc1C(F)(F)F,-3%,1%,-2%,-8,-10%,-6,-3,-3%,-3,-3%
COc1ccc(CNC(=O)CN(CCC(C)C)S(=O)(=O)c2ccc3c(c2)OCCO3)cc1,-2%,5%,-8%,-19,0%[46.1 µM],-7,2,6%,-5,0%
COc1ccc2nc3c(c(-c4ccccc4)c2c1)CCC3,/,-1%,6%,-9,-4%,-19,4&-2,?,-24,-4%
Cc1ccc(C)c(NC(=O)C(OC(=O)c2cnc(C)cn2)c2ccccc2)c1 (stereo not drawn),/,/,0%,2,7%,-4,/,-3%,-12,0%
Cc1ccc(S(=O)(=O)NCC(c2ccccc2)N2CCCCC2)cc1 (stereo not drawn),0%,-10%,12%,8,-1%,-4,5,8%,9,0%
O=C(Oc1cccc([N+](=O)[O-])c1)N1CCCCC1,3%,20%,1%,8,-4%,-5,0,-1%,2,2%
O=C(NCCCN1CCCC1=O)c1cccc(Oc2ccccc2)c1,-2%,1%,4%,-11,4%,/,-1,?,6,0%
Cn1c(Cc2cccs2)nnc1SCC(=O)N1CCCc2ccccc21,0%,4%,4%,-4,-3%,8,1,13%,32[activator],1%
CCC(=O)Nc1sc2c(c1C#N)CC(C)(CC)OC2 (stereo not drawn),/,4%,1%,-9,2%,1,1,1%,-16,-3%
CCOC(=O)c1cc2c(=O)c3ccccc3oc2nc1C,0%,5%,2%,-4,-25%,4,2,?,-8,0%

# Quoted from the listing:
# Reading of CCOC(=O)c1cc2c(=O)c3ccccc3oc2nc1C under GALK inhibitor: 0%
# Reading of Cc1ccc(S(=O)(=O)NCC(c2ccccc2)N2CCCCC2)cc1 (stereo not drawn) under A-T KAP1 phos: 12%

# (further entries)
SMILES,GALK inhibitor,CXXC DNA block,A-T KAP1 phos,TSHR antagonist,TCR activator,KCNH2 WT inh,FBPA coupling cs,Chronic BCR inh,Giardia killer,Tb PFK block
O=C(Nc1ccc2c(c1)OCO2)c1ccc(NC2CC2)c([N+](=O)[O-])c1,-1%,-6%,/,-1,-3%[46.1 µM],-1,3,?,2,9%
Cc1cc(C)c(S(=O)(=O)c2ccccc2C)c(OCCO)n1,5%,11%,-5%,3,-3%,i,-7,10%,-22,-5%
O=C(CCc1cn2ccccc2n1)NC1CCCc2c1cnn2-c1ccccc1F (stereo not drawn),-1%,7%,3%,-10,-2%,-3,/,4%,14,2%
CC(OC(=O)c1cc(S(=O)(=O)N2CCOCC2)ccc1Br)C(=O)N1CCOCC1 (stereo not drawn),/,/,-4%,0,6%,-6,/,7%,-15,4%
COc1ccc(CCCC(=O)Nc2ccc(F)cc2)cc1,1%,15%,8%,0,1%[46.1 µM],3,-2,?,8,-3%
Nc1cc(=O)nc(SCC(=O)Nc2cccc3ccccc23)n1CCc1ccccc1,-5%,0%,3%,4,6%,8,3,?,-1,4%
CCOC(=O)c1cc2sccc2n1CCCN1C(=O)c2ccccc2C1=O,10%,3%,10%,-15,-8%,29,1,0%,-7,-5%
COc1ccc(OCCCC(=O)OC(C)C(=O)Nc2ccccc2[N+](=O)[O-])cc1 (stereo not drawn),/,/,0%,7,5%,-2,/,14%,2,10%
CC(=O)N1CCN(c2nc(-c3ccco3)c3c(c2C#N)CC(C)(C)SC3)CC1,2%,-3%,13%,-3,1%,0,1,14%,-2,7%
COc1cccc(OC)c1C(=O)Nc1ccccc1N1CCCC1,3%,0%,4%,-5,4%,-9,-1,?,-12,2%
CC(c1nccs1)N(C)C(=O)c1ccc(OC2CCN(CCc3ccccc3)CC2)cc1 (stereo not drawn),7%,0%,-4%,7,-1%,42,0,-2%,5,-2%
CCOC(=O)C1Cc2c([nH]c3ccccc23)CN1 (stereo not drawn),2%,-5%,-7%,-3,-1%,3,0,2%,-4,-9%
O=S(=O)(c1ccccc1)N1CCC2(CC1)OCCN2S(=O)(=O)c1cccs1,/,/,4%,-1,-4%,-1,/,8%,12,0%
COc1cccc(N2CCN(Cc3nc4scc(-c5ccccc5)c4c(=O)[nH]3)CC2)c1,0%,16%,-1%,-14,-2%[46.1 µM],13,0,-8%,6,-1%
Cc1c(NC(=O)c2ccc(NC(=O)C3CC3)cc2)cccc1C(=O)O,-5%,10%,5%,6,1%,0,1,0%,17,-3%
O=C1CC(c2ccccc2Oc2cccc(Cl)c2)C(n2cncn2)C(=O)C1C1NCCc2ccccc21 (stereo not drawn),1%,-2%,-3%,3,0%,4,-2,?,-13,0%
CCCCCCc1c(C)[nH]c2nc3ccccc3n2c1=O,1%,16%,9%,-3,0%,0,-1,6%,19,-2%
COC(=O)c1ccc2c(=O)n(CC3CCCO3)c(SCC(=O)NCCc3ccc(S(N)(=O)=O)cc3)nc2c1 (stereo not drawn),5%,4%,-2%,-5,-4%,-5,1,7%,2,11%
O=CN1CCN(C(=O)COc2ccc(Cl)cc2Br)CC1,0%,2%,5%,9,2%[46.1 µM],/,1,2%,-2,-1%
C/C(=N/NC(=O)Nc1ccccc1)c1ccc(C)cc1,0%,-2%,-4%,7,2%[46.1 µM],-5,2,-1%,-8,-5%
COc1ccc([N+](=O)[O-])cc1C1NN=C(c2cccc3ccccc23)S1 (stereo not drawn),3%,-2%,/,-8,1%,18,2,?,-7,-4%
O=C(c1ccoc1)N1CCCC(N2CCN(c3ccc(F)cc3)CC2)C1 (stereo not drawn),4%,-10%,7%,0,-7%,17,0,4%,-13,0%
CC(C)=CC(=O)OCC(=O)Nc1ccc(SC(F)F)cc1,7%,0%,13%,4,1%,3,-1,-5%,0,3%
Cc1ccc(S(=O)(=O)N2CCOCC2)cc1C(=O)N1CC(C)OC(C)C1 (stereo not drawn),/,/,1%,7,3%,-7,/,0%,-9,-16%
Cc1ccc2oc(C(=O)Nc3ccc(S(=O)(=O)Nc4ncccn4)cc3)c(C)c2c1,-12%,2%,1%,7,2%,2,2,0%,2,3%
O=S(=O)(Nc1ccccn1)c1ccc(C(F)(F)F)cc1Cl,/,-1%,-3%,6,0%,-1,4,5%,19,2%
CSc1ccc(NC(=O)c2cccnc2)cc1C#N,8%,62%[activator],-2%,-13,2%,-5,0,-2%,1,-1%
Cc1cc(C)cc(OCC(=O)OCC(=O)Nc2cc(C)nn2-c2ccccc2)c1,/,/,-4%,-3,0%,0,/,2%,19,-8%
N/C(=N\OC(=O)COc1ccc(Br)cc1)c1cccc([N+](=O)[O-])c1,3%,6%,-3%,9,1%,1,-2,2%,-6,-6%
Cc1onc(-c2ccccc2Cl)c1C(=O)NCc1ccccn1,-2%,3%,0%,1,/,3,5,2%,3,-13%
Cc1ccc(N(C)S(=O)(=O)c2cccc(C(=O)N3CCN(Cc4ccccc4)CC3)c2)cc1,/,/,10%,/,2%,2,/,0%,1,7%
CCOc1cc(/C=N/O)ccc1OCc1ccccc1F,-2%,11%,-6%,-4,4%[46.1 µM],1,1,?,-4,-20%

# Source: PubChem
